Shn3 inh set2: reduces Shn3 3'UTR luciferase signal in osteoblasts; Clone20 osteoblast Shn3 3'UTR firefly luciferase, 24 h; inhibition, % at 12.5 µM; hit rate 0.52% among 360,000;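 active means mean inhibition of at least 75% with every replicate also reaching 75%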;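 further: 0% = median of neutral control wells and 100% = pilot-screen positive control compound; some compounds past the cut are filed as inactive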
NR2E3 ag-1: NR2E3 (human) agonism. inhibition of corepressor binding, % at 4.78 µM. AID 2300. GST-NR2E3/biotin-RetCOR TR-FRET, 1536-well. hit rate 0.12% among 320,000. Q9Y5X4;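 active means percent inhibition above the cutoff of mean plus 3 SD of all tested compounds, set per screening campaign, cut at about 20% in these data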;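 further: 0% = DMSO wells and 100% = biotin wells as full block of FRET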
Target sequence (Q9Y5X4 whole entry, looked up): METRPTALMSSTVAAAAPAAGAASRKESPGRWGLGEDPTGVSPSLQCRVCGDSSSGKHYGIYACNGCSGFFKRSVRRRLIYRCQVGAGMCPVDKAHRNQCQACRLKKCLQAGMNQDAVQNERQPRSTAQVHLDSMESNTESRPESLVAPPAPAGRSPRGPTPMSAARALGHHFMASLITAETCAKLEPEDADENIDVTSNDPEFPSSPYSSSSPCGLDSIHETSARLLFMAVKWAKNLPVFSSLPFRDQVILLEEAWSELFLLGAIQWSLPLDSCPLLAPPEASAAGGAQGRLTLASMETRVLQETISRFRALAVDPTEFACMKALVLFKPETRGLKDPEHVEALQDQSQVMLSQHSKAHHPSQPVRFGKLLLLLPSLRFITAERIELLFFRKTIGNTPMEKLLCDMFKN
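Test system – NR2E3–RetCOR corepressor complex · Quantity – NR2E3 fusion 1.35 nM · Buffer or medium – Tris pH 7.5 · Incubation – Compound–protein incubation for 5 h at 4 °C · Technique – TR-FRET, Eu(K)-anti-GST donor, streptavidin-D2 acceptor, ex 340, em 617/671 nm · Evaluation – percent inhibition of 671/617 nm emission ratio versus biotin and DMSO controls · Plate – 1536-well format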
NR2E3 ag-2: activates human NR2E3 receptor | hit rate 0.35% among 360,000 | AID 602229 | inhibition of corepressor binding, % at 3.98 µM | CHO-S Gal4-NCOR/VP16-NR2E3 two-hybrid, luciferase | Q9Y5X4;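 active means inhibition above the mean of all tested compounds plus 3 SD, cut at about 70% in these data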;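 further: 0% = DMSO with NR2E3 transfected cells and 100% = cells lacking NR2E3 construct; higher means lower luciferase signal from less NR2E3 corepressor binding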
Peg3 prom inh: inhibitors of Peg3 promoter; inhibition, % at 20 µM; hit rate 1.7% among 360,000; HeLa PEG-Prom luciferase reporter, luminescence, overnight;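 active means inhibition of at least 50% at 20 µM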
TRAIL sens C8: sensitizes caspase-8 expressing cells to TRAIL | inhibition (viability loss, TRAIL sensitization), % at 10 µM | NB7+C8 cells + TRAIL, ATPlite viability luminescence | hit rate 1% among 360,000 | AID 624354;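 active means compounds causing at least 50% loss of cell viability in the single-dose screen, relative to plate controls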
EBV LMP1 NFkB: inhibitors of Epstein-Barr LMP1-induced NF-kappaB reporter | AID 504558 | inhibition, % at 12.5 µM | hit rate 0.69% among 350,000 | LMP1-induced NF-kappaB luciferase reporter cells, luminescence; in the data active means inhibition above about 41%;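 further: 0% = neutral control wells and 100% = reference inhibitor control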
CF NFkB block: cystic fibrosis NF-kB activation inhibition; KKLEB NF-kB-GFP reporter, PAF-induced, GFP fluorescence overnight; inhibition, % at 5 µM; hit rate 0.86% among 360,000; AID 588850;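 active means at least 50% inhibition at 5 µM, scaled per plate between neutral and stimulator controls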;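 further: PAF is a Pseudomonas aeruginosa culture filtrate used as stimulus; plate controls were PAF-stimulated DMSO wells for no effect and unstimulated DMSO wells for full effect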
KKLEB cytotox: counter-screen for CF NF-kB inhibitors: cytotoxicity; KKLEB CF airway cells viability, ATPlite luminescence, overnight; hits give low values; cells stimulated with P. aeruginosa culture filtrate; activity change (cytotoxicity), % at 5 µM; hit rate 0.36% among 360,000; AID 602141;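 active means corrected activity change at or below -50% at 5 µM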
hiPSC survival: enhancers of human iPSC single-cell survival; hiPSC single-cell survival, ATPlite luminescence; 100% = ROCK inhibitor wells, 0% = DMSO; survival enhancement, % at 20 µM; hit rate 0.044% among 360,000; in the data active means survival enhancement above about 18%;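 further: cells exposed to compounds for 16 hours before the ATP read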
HIF-2a inh: HIF-2a inhibition; 786-0 RCC cells HIF-2a reporter, luciferase luminescence, overnight; AID 624352; hit rate 0.72% among 360,000; inhibition, % at 18.8 µM;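 active means inhibition of the luminescence signal of 40% or more relative to plate controls, in a single-dose primary screen at 18.75 µM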
MITF TRPM1 inh: inhibitors of MITF-driven TRPM1 promoter in melanoma cells | SK-MEL-5 TRPM1 promoter luciferase, 24 h | inhibition, % at 12.5 µM | hit rate 0.83% among 330,000;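 active means mean inhibition across replicates of 60% or more, whatever share of single replicates reaches that level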; further: values of inactives mirror those of a sister screen read the other way
Active calls of the source: *; nt = no result given. These rows are one share of the data, so the mix of outcomes need not match the whole.

SMILES | Shn3 inh set2 | NR2E3 ag-1 | NR2E3 ag-2 | Peg3 prom inh | TRAIL sens C8 | EBV LMP1 NFkB | CF NFkB block | KKLEB cytotox | hiPSC survival | HIF-2a inh | MITF TRPM1 inh
O=C(NCc1ccccc1)c1cncc(Br)c1 | -1 | -1 | -41 | -25 | -11 | 8 | 13 | 0 | -0.7 | 7 | -4
O=c1c2c(nc3c(-c4ccc(Cl)cc4)c[nH]n13)CCCC2 | 40 | -1 | 29 | 50 | 15 | 53* | 26 | -9 | 1.2 | 11 | 44
CCOC(=O)C1=C(C)Nc2ccccc2N/C1=N\S(=O)(=O)c1cccc(Cl)c1 | 9 | 4 | 34 | 24 | -2 | 3 | 10 | 16 | -1.3 | 13 | -1
CC1(C(=O)Nc2ccc3c(c2)OCO3)Cc2c(-c3ccccc3)ccnc2O1 (stereo unspecified) | -19 | nt | -9 | 12 | 9 | nt | 16 | -20 | -1.9 | -2 | nt
COc1cc(/C=C/C(=O)N2CCCc3ccccc32)cc(OC)c1OC | -10 | -2 | 9 | 15 | -6 | 8 | 14 | -15 | 0.9 | -3 | -2
CCCOC(=O)C1=C(C)NC2=C(C(=O)CCC2)C1c1cc(OC)ccc1OC (stereo unspecified) | 8 | -3 | 16 | 18 | -13 | -2 | 0 | -1 | -0.2 | 13 | -1
COCCCC1CCN(C(=O)c2cc(COc3cc(C)ccc3C)on2)CC1 | -131 | 1 | -110 | -280 | -15 | -29 | 20 | -3 | -0.6 | -239 | -86
Cc1nc(SCC(=O)Nc2ccccc2Cl)c2c(C)c(C)sc2n1 | 13 | -1 | -8 | -7 | 11 | 0 | 25 | -19 | 0.2 | -22 | -1
CCOc1cc(C(=O)Nc2ccncc2)cc(OCC)c1OCC | 2 | -3 | -8 | 14 | 1 | 6 | 10 | 0 | -0.3 | 16 | 14
O=C(CCNC(=O)c1ccc([N+](=O)[O-])cc1)NC1CCCCC1 | 1 | nt | -3 | -2 | -5 | -2 | 4 | 5 | -0.2 | -2 | 9
COc1ccccc1-c1nnc(N(C)C(=O)C2CCCO2)s1 (stereo unspecified) | 6 | 1 | -2 | -6 | 0 | 2 | -9 | 6 | 8.4 | -17 | -6
O=S1(=O)CCN(Cc2ccc(Cl)cc2)CC1 | 1 | -1 | 2 | 15 | 3 | -1 | -15 | 22 | 1.5 | 14 | -11
COc1ccc(C(=O)NC(=S)Nc2ccccc2F)cc1 | -68 | -2 | -82 | -297 | 26 | -11 | -4 | -2 | -1.1 | -269 | -40
CCOC(=O)C1CCN(C(=O)c2ccc3c(c2)OCCO3)CC1 | -19 | nt | -10 | -28 | 3 | -1 | -7 | 12 | -2.5 | -33 | -25
Clc1ccc2nc(SCc3nnc(-c4ccccc4)o3)[nH]c2c1 | -21 | -5 | 15 | 11 | -7 | -4 | -6 | 8 | 1.9 | 7 | -2
CCOc1cc(NC(=S)NCC2CCCO2)c(OCC)cc1NC(=O)c1ccc(OC)cc1 (stereo unspecified) | -36 | -2 | -6 | 8 | -12 | -3 | 10 | -1 | 3.4 | 14 | -11
CCC1(C)Cc2c(sc3nnn(CC(=O)Nc4ccccc4)c(=O)c23)CO1 (stereo unspecified) | -5 | -6 | 9 | 24 | -18 | -6 | -7 | -2 | -3.0 | 10 | 5
CCc1ccc(Nc2ncc3c(n2)CC(c2ccc(OC)cc2)CC3=O)cc1 (stereo unspecified) | 10 | 0 | -9 | 24 | 9 | 14 | -40 | 2 | -0.1 | -11 | -3
COc1ccccc1NC(=O)NC1(C(=O)N2CCCCC2)CCCCC1 | -7 | 6 | -11 | 10 | 14 | 2 | 6 | 7 | -0.6 | 5 | -7
Cn1c(=O)[nH]c(=O)c2c1nc(NN)n2CCOc1ccccc1 | -38 | -2 | 12 | 2 | -3 | 3 | -2 | -7 | -0.3 | -1 | -1
CC(=O)c1ccc(N(C(=O)Cn2nnc(-c3ccccc3)n2)C(C(=O)NC2CCCCC2)c2ccccn2)cc1 (stereo unspecified) | 22 | 0 | -11 | -6 | -10 | -1 | 18 | -2 | -0.2 | 20 | 11
COC(=O)c1ccc(NS(=O)(=O)N(C)C)cc1 | -4 | 4 | -13 | -6 | -2 | 3 | 16 | -15 | 0.9 | 7 | 5
COc1cc(/C=C(\C#N)C(=O)Nc2cccc3ncccc23)cc(OC)c1OC | -58 | 3 | -38 | -11 | -5 | 9 | -3 | 3 | -0.1 | 16 | 14
Cn1cnnc1SCC(C)(C)NS(=O)(=O)c1ccc(Cl)cc1 | -84 | -3 | 21 | 13 | -1 | -1 | 2 | -1 | -0.4 | 10 | 9
Cc1cccc(NC(=O)c2cc(NC(=O)C3CCCCC3C(=O)O)ccc2N2CCOCC2)c1 (stereo unspecified) | -2 | -1 | 4 | 5 | -4 | -13 | -10 | 8 | 0.5 | 1 | 5

9 consecutive compounds out of the list so far, quoted:
SMILES | Shn3 inh set2 | NR2E3 ag-1 | NR2E3 ag-2 | Peg3 prom inh | TRAIL sens C8 | EBV LMP1 NFkB | CF NFkB block | KKLEB cytotox | hiPSC survival | HIF-2a inh | MITF TRPM1 inh
CCC1(C)Cc2c(sc3nnn(CC(=O)Nc4ccccc4)c(=O)c23)CO1 (stereo unspecified) | -5 | -6 | 9 | 24 | -18 | -6 | -7 | -2 | -3.0 | 10 | 5
CCc1ccc(Nc2ncc3c(n2)CC(c2ccc(OC)cc2)CC3=O)cc1 (stereo unspecified) | 10 | 0 | -9 | 24 | 9 | 14 | -40 | 2 | -0.1 | -11 | -3
COc1ccccc1NC(=O)NC1(C(=O)N2CCCCC2)CCCCC1 | -7 | 6 | -11 | 10 | 14 | 2 | 6 | 7 | -0.6 | 5 | -7
Cn1c(=O)[nH]c(=O)c2c1nc(NN)n2CCOc1ccccc1 | -38 | -2 | 12 | 2 | -3 | 3 | -2 | -7 | -0.3 | -1 | -1
CC(=O)c1ccc(N(C(=O)Cn2nnc(-c3ccccc3)n2)C(C(=O)NC2CCCCC2)c2ccccn2)cc1 (stereo unspecified) | 22 | 0 | -11 | -6 | -10 | -1 | 18 | -2 | -0.2 | 20 | 11
COC(=O)c1ccc(NS(=O)(=O)N(C)C)cc1 | -4 | 4 | -13 | -6 | -2 | 3 | 16 | -15 | 0.9 | 7 | 5
COc1cc(/C=C(\C#N)C(=O)Nc2cccc3ncccc23)cc(OC)c1OC | -58 | 3 | -38 | -11 | -5 | 9 | -3 | 3 | -0.1 | 16 | 14
Cn1cnnc1SCC(C)(C)NS(=O)(=O)c1ccc(Cl)cc1 | -84 | -3 | 21 | 13 | -1 | -1 | 2 | -1 | -0.4 | 10 | 9
Cc1cccc(NC(=O)c2cc(NC(=O)C3CCCCC3C(=O)O)ccc2N2CCOCC2)c1 (stereo unspecified) | -2 | -1 | 4 | 5 | -4 | -13 | -10 | 8 | 0.5 | 1 | 5

Carrying on.
SMILES | Shn3 inh set2 | NR2E3 ag-1 | NR2E3 ag-2 | Peg3 prom inh | TRAIL sens C8 | EBV LMP1 NFkB | CF NFkB block | KKLEB cytotox | hiPSC survival | HIF-2a inh | MITF TRPM1 inh
CCC(C(=O)NC1CCCC1)N(C(=O)Cn1nnc(-c2ccc(C)o2)n1)c1cnc2ccccc2c1 (stereo unspecified) | -10 | 2 | -4 | 8 | -5 | -4 | 6 | -11 | -1.4 | -5 | -6
Cc1ccc(NCc2nc3ccccc3n2C)cc1 | -41 | 2 | -105 | -224 | -7 | -46 | 12 | -5 | -0.5 | -234 | -21
COc1ccc(OC)c(C2CC(c3c(-c4ccccc4)c4cc(Cl)ccc4[nH]c3=O)=NN2S(C)(=O)=O)c1 (stereo unspecified) | 13 | 2 | 13 | 27 | 6 | -9 | 21 | 0 | 4.2 | 9 | -4
COc1ccc(CN2CC(C(=O)NCCN3CCN(c4ccccc4F)CC3)CC2=O)cc1 (stereo unspecified) | -11 | 3 | -14 | 0 | -16 | 0 | -16 | 20 | -2.4 | 18 | 10
CC(Sc1nnc(-c2ccc(Cl)cc2)n1N)C(=O)NCC1CCCO1 (stereo unspecified) | -4 | 1 | -9 | 13 | -6 | 2 | 12 | -3 | 0.3 | 13 | -1
CCCNC(=O)CN(C)CC(=O)Nc1ccccc1C#N | 1 | 1 | -8 | 8 | -6 | 3 | 4 | 5 | 2.5 | 15 | 16
CC(C)(C)c1cc[n+](-c2[nH]c(=O)sc2/C=N/NC([S-])=Nc2ccccc2)cc1 | -40 | -3 | 35 | 14 | -2 | 11 | -5 | 6 | 0.5 | 18 | -7
Cc1cccc(C(=O)NCC(=O)OCC(=O)N2CC3(C)CC2CC(C)(C)C3)c1 (stereo unspecified) | -7 | 2 | -9 | 18 | 5 | 4 | -11 | 13 | 0.0 | 3 | 3
C=CCc1cc2c(oc(=O)c3ccccc32)c(C)c1O | -8 | 0 | 26 | -10 | -9 | -2 | -64 | 6 | 0.0 | -13 | 9
Cc1ccc(NC(=O)NCCN2CCCCC2)cc1 | -5 | 2 | 1 | 13 | 8 | 2 | 0 | -3 | 0.7 | 5 | 7
CCOC(=O)C1=CCC2C(=O)N(C)C(=O)C12 (stereo unspecified) | 9 | nt | -3 | -5 | 0 | nt | -8 | 2 | -0.8 | 0 | nt
Cc1ccsc1/C=N/NC(=O)c1c[nH]c2ccccc12 | -49 | -6 | -53 | -217 | 3 | -27 | 0 | 9 | -1.8 | -223 | -38
CCCNC(=O)CN(C)S(=O)(=O)c1c(C)cc(C)cc1C | 4 | 6 | -1 | 0 | 2 | -2 | -5 | 15 | -1.2 | 11 | 5
OCCNCCOc1ccc(Cl)c(Cl)c1 | 28 | -5 | 3 | 1 | 5 | -49 | -8 | 6 | 0.5 | 19 | -2
CSc1nc2ccsc2c(=O)n1-c1ccccc1 | 3 | 4 | -19 | 9 | 1 | -2 | 8 | 0 | -1.1 | 11 | 8
COc1ccc(C(C)=O)cc1CS(=O)(=O)CC(=O)O | -23 | 4 | -4 | -1 | 1 | -1 | 8 | 5 | 3.0 | 9 | 13
CCOc1ccccc1CN1CCC(n2nccc2NC(=O)CCCc2ccccc2)CC1 | 20 | 2 | -5 | 12 | 7 | 2 | 1 | -3 | -0.3 | -3 | -1
O=C(COc1ccc(Cl)cc1Cl)Nc1ccc2nc3n(c(=O)c2c1)CCCC3 | 3 | 3 | -38 | -25 | 26 | 10 | -1 | -5 | -0.2 | -10 | -9
O=C(c1ccc([N+](=O)[O-])cc1)N1C=CC(C(F)(F)F)=NCC1 | -2 | 1 | 3 | -5 | -5 | -5 | -11 | -4 | -0.1 | 10 | -18
Cc1ccc(-c2cc3ccccc3nc2N2CCOCC2)cc1 | 3 | 1 | 2 | 9 | -14 | -1 | -10 | 2 | -0.1 | 18 | 5
O=C(c1ccccc1[N+](=O)[O-])N1CCN(Cc2ccc3c(c2)OCO3)CC1 | -25 | 2 | -18 | 5 | 2 | 9 | -1 | 9 | 3.1 | -1 | 13
